Screening data from PubChem BioAssay.
MITF act = MITF TRPM1 promoter activation in melanoma cells; SK-MEL-5 TRPM1-promoter luciferase, 24 h; % of positive control, neutral wells = 0; activation, % at 12.5 µM; 300,000 compounds, 0.75% hits; AID 588334;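 active = mean activation of at least 80% with every replicate also reaching 80%; inconclusive = mean reaches 80% but some replicate falls short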;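 also: 0% = neutral control wells and 100% = parthenolide positive control wells; values of inactives mirror those of a sister screen read the other way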
HTR5A ag ctr = HTR5A agonism, opioid heterodimer counter-screen | HTR5A agonist assay, luminescence, cell-based | 340,000 compounds, 0.61% hits | AID 504692 | activation, % at 9.3 µM; in the data active = activation mostly above about 9.5%, no sharp cut-off; inactive = mostly below about 7.6%;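 also: 0% = cells with vehicle only and 100% = reference agonist; strong numbers were not always called active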
Target sequence (P47898 whole entry, looked up): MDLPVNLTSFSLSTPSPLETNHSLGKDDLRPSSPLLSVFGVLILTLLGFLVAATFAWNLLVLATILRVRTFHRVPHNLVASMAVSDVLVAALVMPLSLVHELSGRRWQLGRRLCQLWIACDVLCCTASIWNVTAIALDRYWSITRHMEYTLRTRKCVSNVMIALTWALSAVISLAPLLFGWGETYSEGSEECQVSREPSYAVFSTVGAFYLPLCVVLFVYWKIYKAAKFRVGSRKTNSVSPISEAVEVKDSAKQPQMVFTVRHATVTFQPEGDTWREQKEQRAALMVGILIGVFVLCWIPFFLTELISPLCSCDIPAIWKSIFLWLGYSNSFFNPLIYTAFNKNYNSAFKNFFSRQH
SR-BI HDL uptake = inhibitors of mouse SR-BI mediated HDL lipid uptake | Q61009 | 320,000 compounds, 0.96% hits | inhibition, % at 12.5 µM | ldlA[mSR-BI] CHO cells, DiI-HDL uptake fluorescence, 3 h;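 active = mean replicate inhibition of at least 70% and a set share of replicates each scoring 70 or more; inconclusive = meets just one of the two criteria; inactive = fails both criteria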;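 also: 0% = median of neutral control wells and 100% = median of positive control wells; values of inactives mirror those of a sister screen read the other way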
Target sequence (Q61009 whole entry, looked up): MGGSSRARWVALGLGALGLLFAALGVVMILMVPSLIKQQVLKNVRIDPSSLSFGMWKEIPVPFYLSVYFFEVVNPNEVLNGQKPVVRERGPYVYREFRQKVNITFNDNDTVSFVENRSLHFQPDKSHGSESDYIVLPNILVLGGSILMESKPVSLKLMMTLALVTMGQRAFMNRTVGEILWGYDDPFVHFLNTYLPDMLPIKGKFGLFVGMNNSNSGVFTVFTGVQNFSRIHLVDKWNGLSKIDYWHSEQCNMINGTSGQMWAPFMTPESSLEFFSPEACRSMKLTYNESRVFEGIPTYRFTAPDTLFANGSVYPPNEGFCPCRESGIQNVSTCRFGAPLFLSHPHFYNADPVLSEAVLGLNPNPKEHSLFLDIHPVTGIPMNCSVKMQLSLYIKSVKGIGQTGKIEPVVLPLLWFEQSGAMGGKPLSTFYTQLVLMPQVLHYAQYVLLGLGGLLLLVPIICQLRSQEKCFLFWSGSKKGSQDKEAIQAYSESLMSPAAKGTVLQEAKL
dFosB act = mouse delta FosB homodimer activation; activation, % at 25 µM; AID 493131; P13346; 340,000 compounds, 0.99% hits; purified delta FosB, TAMRA-CDK5 oligo fluorescence polarization; percent of positive-control signal above neutral wells;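 active = mean activation above about 17%, with every replicate also reaching it, limit read from the data, passing the limit was not always enough; inconclusive = only one of the two conditions met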;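 also: fluorescence polarization rise as delta FosB binds a TAMRA Cdk5 AP-1 oligo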
PvdQ inh = P. aeruginosa PvdQ acylase inhibition | 340,000 compounds, 0.063% hits | purified PvdQ acylase, fluorescence plate reader | inhibition, % at 10 µM; in the data active = inhibition above about 30%, passing the limit was not always enough; inconclusive = no clear call, values can overlap the other calls;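 also: 0% = vehicle neutral wells and 100% = reference inhibitor wells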
Wnt act = activators of Wnt/beta-catenin signaling. 300,000 compounds, 1.2% hits. AID 743398. activation, % at 9.35 µM. Wnt/beta-catenin reporter cell assay, activator, plate reader; in the data active = activation above about 30%, passing the limit was not always enough; inconclusive = no clear call, values can overlap the other calls;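 also: 0% = neutral control wells and 100% = positive control wells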
RTF Ca sens act = increases calcium sensitivity of human cardiac regulated thin filaments; IANBD-labeled TnC RTF fluorescence at EC20 calcium; 0% EC20 calcium, 100% full calcium; 340,000 compounds, 0.24% hits; activation, % at 7.2 µM;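 active = activation above the mean over all tested compounds plus 3 SD, cut at about 30% in these data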;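 also: rise in fluorescence read as greater calcium sensitivity of cardiac thin filaments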
Rtt109 Vps75 = C. albicans Rtt109 histone acetyltransferase inhibition. inhibition, % at 34.9 µM. AID 540336. Q5AAJ8. 330,000 compounds, 0.16% hits. purified Rtt109/Vps75, ThioGlo CoA-SH fluorescence, 4 h;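 active = inhibition of at least 50% in every replicate; inconclusive = best replicate reaches 50% inhibition but some replicates fall short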
SR-BI DiI-HDL act = SR-BI HDL lipid transfer activation | CHO ldlA[mSR-BI] cells, DiI-HDL uptake fluorescence, 3 h; 100 = double the neutral-control signal | activation, % at 12.5 µM | 320,000 compounds, 0.096% hits | AID 504775;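 active = mean replicate activation of at least 60% and every replicate at or above 60%; inconclusive = mean or all-replicate condition met, but not both; inactive = mean below 60% and not all replicates reaching 60%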;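 also: 0% = median plate neutral-control signal and 100% = twice that signal; values of inactives mirror those of a sister screen read the other way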
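System: CHO ldlA[mSR-BI] cells / Medium: HEPES-buffered (25 mM, pH 7.4) F12 plus 0.5% BSA / Probe or stimulus: labelled HDL, 10 µg/mL / Doses: single compound concentration, delivered by pin transfer / Schedule: 3 h, 37 °C / Measured by: DiI fluorescence, bottom read / Measure: cell-associated DiI fluorescence as measure of HDL uptake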
CDK5 inh = blocks human CDK5/p35 kinase activity | Recombinant CDK5/p35, ADP-Glo luminescence, 60 min | 330,000 compounds, 0.01% hits | inhibition, % at 10 µM | AID 488839;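 active = highest replicate inhibition of at least 50% and at least 75% of replicates reaching 50%; inconclusive = only one of the two criteria met; inactive = both criteria failed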;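 also: plate controls were DMSO neutral control for no effect and GW8510 at 10 µM for full effect; many of its hits are not listed in these tables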
* = called active by the depositor; ? = inconclusive; . = not tested or not shown.

Compound,Rtt109 Vps75,SR-BI HDL uptake,HTR5A ag ctr,RTF Ca sens act,SR-BI DiI-HDL act,dFosB act,PvdQ inh,Wnt act,MITF act,CDK5 inh
CCOc1ccc(N=Cc2c(O)n(-c3cc(C)cc(C)c3)c(=O)[nH]c2=O)cc1,-3,21,-2,8,-21,10,-19,-4,-7,0.4
CCOC(=O)C(O)(c1ccc(N)c(OC)c1)C(F)(F)F (stereo not drawn),2,8,-6,2,-8,6,-14,.,-11,1.9
CSCCC(NC(=O)CCC(=O)OC1CC[C@H]2[C@@H]3CC[C@H]4CC(=O)CC[C@]4(C)[C@H]3CC[C@]12C)C(=O)O (stereo partly drawn),3,-13,-2,-3,13,-8,2,0,2,0.9
CCN1C(=O)C(=Cc2cc(C)n(C3CC3)c2C)C(=O)N(CC)C1=S,8,4,-1,5,-4,2,-13,0,2,.
Cc1cc(OCC(=O)N2C[C@H]3C[C@@H](C2)c2cccc(=O)n2C3)c2c(C)c(C)c(=O)oc2c1,2,-4,6,5,4,-13,18,5,-5,-1.9
O=C1/C(=C/c2ccc3c(c2)OCO3)N2CCC1CC2,5,4,4,2,-4,1,5,-2,7,-1.1
Cc1ccc(S(=O)(=O)N2CCCC2c2cccnc2)cc1 (stereo not drawn),-3,15,2,8,-15,-3,10,-1,2,0.1
O=c1c2ccccc2nc(N2CCCC2)n1-c1ccccc1,9,27,-3,-4,-27,4,1,0,.,0.6
CCC1CN1P(=O)(N1CCCC1)N1CC1CC (stereo not drawn),4,-12,2,-2,12,-1,-14,-3,5,-0.9
Cc1c2cnn(CC(=O)N3CCC4(CC3)OCCO4)c(=O)c2c(C)n1Cc1ccccc1F,2,-4,-2,1,4,6,3,.,0,2.0
Nc1c([N+](=O)[O-])cc(F)c(N2CCNCC2)c1Br,-1,13,2,7,-13,-4,-11,0,19,-0.8
C#CC[N+]1(C)C2CCC1CC(O)C2 (stereo not drawn),0,-23,3,15,23,-13,-4,-1,12,-0.2
CCN1C[C@]2(COC)CC[C@H](OC)[C@@]34C1[C@]1(OCO[C@@]15C[C@H](OC)[C@H]1C[C@@H]3[C@@H]5[C@H]1OC)[C@@H](O)[C@H]24,2,-5,-2,11,5,-7,-8,3,-7,-3.4
CC(C)(C)P(=O)(c1ccncc1)N1CCCC1 (stereo not drawn),-4,5,3,2,-5,2,-14,0,-2,3.5
O=S(=O)(c1ccc(Cl)cc1)N1CCCC1c1cccnc1 (stereo not drawn),3,-1,2,3,1,3,-15,-1,-5,0.3
COc1ccc(N2C(=O)C(=O)N(c3ccc(OC)cc3)P2(=O)N(CCCl)CCCl)cc1,2,16,2,-6,-16,2,3,1,6,-0.9
Cc1ccc(C(=O)N2CC2C)cc1 (stereo not drawn),18,-1,8,-9,1,-3,9,2,-16,-2.7
c1ccc2c(N3CCNCC3)cccc2c1,-8,0,6,-1,0,-2,-1,2,4,-0.1
CC(=O)c1cn(CCCOc2ccccc2)c2ccccc12,-6,42,4,0,-42,-7,-9,1,10,-0.2
CCCC[N+]1(C)[C@@H]2CC(OC(=O)[C@H](CO)c3ccccc3)C[C@H]1[C@@H]1O[C@@H]12 (stereo partly drawn),1,3,-1,8,9,-2,-3,-1,-1,-5.5
Fc1ccc2c(c1)nnn2C1CCN(Cc2nnnn2C2CCCCC2)CC1,7,50,.,4,.,2,-11,-5,1,0.1
O=C(O)C1CSC(c2cccnc2)N1 (stereo not drawn),-3,-16,6,0,16,-5,-18,.,-7,-4.2
Oc1ccc(O)c2c1C1(Cl)C(Cl)=C(Cl)C2(Cl)C1(Cl)Cl,-1,24,-6,-3,-24,-8,-1,-1,-4,0.7
CN1CN=C(N[N+](=O)[O-])N(Cc2ccco2)C1,-3,-4,1,3,4,-2,-13,-1,-7,-1.8
COc1ccc(C2NCc3ccccc3-n3cccc32)cc1 (stereo not drawn),25,-18,4,2,18,-3,1,-2,10,1.3
Clc1ccc(OCC#CCN2CCCC2)cc1,-1,-16,-1,12,16,2,-18,0,28,-3.3
Cc1c(C(=O)C(=O)N2CCOCC2)c2ccccc2n1Cc1ccccc1,9,-15,0,-1,15,-7,-12,2,-8,0.5
CCCOC(=O)C1C2CCC(O2)C1C(=O)O (stereo not drawn),-2,-25,-1,5,25,-6,-22,-5,6,2.5
COC(=O)c1c(C)[nH]c(C(=O)C(Cc2ccccc2)N(C)C)c1C (stereo not drawn),-14,24,3,-5,-24,4,3,.,5,-1.2
Cn1cc([N+](=O)[O-])c(C(=O)Nc2ccc3c(C(F)(F)F)cc(=O)oc3c2)n1,7,-1,-2,1,.,-4,-8,9,-27,2.0
C=CCn1c(O)c(C(CC)=Nc2ccccc2NC(C)=O)c(=O)[nH]c1=O,-5,4,1,2,-4,-2,-9,.,.,-0.6
O=C(CF)N(O)c1ccc(C=Cc2ccccc2)cc1,2,18,4,-5,-18,11,-27,0,20,-0.6
C=C1C/C(=C/C)C(=O)O[C@@H]2CCN3CC=C(COC(=O)[C@]1(C)O)[C@H]23,.,.,3,-4,.,-1,6,0,-6,2.2
O=c1[nH]c(CN2CC=C(c3ccccc3)CC2)nc2scc(-c3cccs3)c12,8,.,9,-2,.,35*,-8,-4,0,0.6
O=c1[nH]c(=O)n(-c2ccccc2)c(O)c1/C=C/C=Nc1ccccc1,3,-7,6,78*,7,-3,-12,-10,-11,1.1
O=[N+]([O-])c1oc2ccc3ccccc3c2c1CCO,4,-13,1,-2,13,-2,-10,0,-52,-0.6
O=c1[nH]c2ccccc2n1C1CCN(CCCC(c2ccc(F)cc2)c2ccc(F)cc2)CC1,27,13,4,-7,-13,28*,-7,-13,-4,-0.1
COC(=O)C1=C(c2cccc(OC)c2OC)C[C@@H]2CC[C@H]1N2C(=O)NC1CC1,0,-11,10,-2,11,-3,4,-4,25,1.2
NC(=O)c1cc(N2CC2)c([N+](=O)[O-])cc1[N+](=O)[O-],-2,2,-1,-4,-2,0,8,-1,12,-0.3
COc1ccccc1OCC#CCN1CCCCCC1,-2,-17,5,1,17,2,-11,3,-14,-1.7
CCC(=O)C(CCN1CCOCC1)(c1ccccc1)c1ccccc1,-4,3,1,-2,-3,0,-3,-1,.,0.5
COc1ccc(N2C(=O)NC(=O)/C(=C\c3ccc([N+](=O)[O-])s3)C2=O)cc1,-3,5,1,-10,-5,3,-8,0,-18,-8.0
Cc1n[nH]c(C)c1CCN,5,-8,-6,6,8,-8,-17,-2,-3,-1.2
N#Cc1c(N2CCNCC2)nc(-c2ccco2)c2c1CCCC2,-2,29,-5,1,-29,-3,-6,6,.,1.4
COC(=O)C1=C(c2ccc(OCc3ccccc3)cc2)C[C@@H]2CC[C@H]1N2C(=O)NCCCc1ccccc1,-1,33,-1,-2,-33,3,6,-12,.,-1.3
O=C(Cc1ccccc1)OCCN1CCOCC1,-12,-9,0,0,9,-3,-4,0,3,0.0
O=C1/C(=C/c2ccccc2Cl)N2CCC1CC2,17,.,0,-4,.,-5,10,-1,0,-0.7
C[C@]12CCC3C(CC[C@H]4C[C@@H](O)CC[C@]34C)C1CC[C@@H]2N (stereo partly drawn),-5,-14,-4,0,14,-7,-16,-4,-5,-0.3
Oc1cc2c(cc1CN1CCN(c3ccccc3F)CC1)OCO2,-7,-17,8,-6,17,4,-1,-1,7,-1.4
O=[N+]([O-])c1cnc[nH]1,3,-9,-1,-1,9,1,-7,0,2,-1.5

Additional entries
Compound,Rtt109 Vps75,SR-BI HDL uptake,HTR5A ag ctr,RTF Ca sens act,SR-BI DiI-HDL act,dFosB act,PvdQ inh,Wnt act,MITF act,CDK5 inh
CCC(=O)Nc1ccccc1,11,-2,-1,13,2,-18,-22,1,4,-1.3
COC(=O)C1=C(c2ccc(OC)c(OC)c2)C[C@@H]2CC[C@H]1N2C(=O)NCCO,3,-24,2,9,24,7,6,0,-3,0.0
O=C(O)C(O)(c1ccccc1)C1CCCC1 (stereo not drawn),-2,21,2,2,-21,-5,-15,-6,13,-0.2
CCCCCCC[n+]1ccc(-c2cc[n+](CCCCCCC)cc2)cc1,26,13,-8,-1,-13,-2,2,-1,7,-0.5
COc1ccc(C=O)cc1O,-4,-6,3,-1,6,8,-16,1,20,-1.5
COc1cc(C(=O)OC2C[C@H]3CC[C@@H](C2)N3C)ccc1O (stereo partly drawn),-8,-19,-4,5,19,5,6,-2,14,0.0
CCOC(=O)c1cc2c(cn1)[C@H](CCO)NC2,1,2,-3,-7,-2,1,-5,-4,4,-0.6
CCOC(=O)C1(c2ccccc2)CCN(CCC(=O)Nc2ccc(C(=O)OC)cc2)CC1,4,47,2,-4,-47,-10,-18,-2,16,-0.5
CCCCCCNc1nc(OC)nc(N2CC3CC(C2)c2cccc(=O)n2C3)n1 (stereo not drawn),-7,-12,5,3,12,-8,-4,-3,-4,-1.3
Cc1ccc(-c2nc3ccc(Cl)cc3n2OC(=O)N(C)C)cc1,10,25,-1,-2,-25,5,7,.,73,2.5
CC(C)NS(=O)(=O)c1ccc(OCC(=O)N2CCN(Cc3ccccc3)CC2)cc1,-2,-5,-1,12,5,-5,-6,1,-11,-1.9
O=c1[nH]c(=O)n(C2CCCCC2)c(O)c1C=NCCCn1ccnc1,4,-22,2,0,22,-1,9,.,-4,2.7
C[N+]1(C)CCC(OC(=O)C(c2ccccc2)c2ccccc2)CC1,0,9,-7,6,-9,2,-9,-2,19,-0.3
CCCCOCCCn1c(N)c(C(=O)OCCOC)c2nc3ccccc3nc21,-1,-8,1,8,8,-10,-28,-1,3,-0.9
O=C1NC(=O)N(Cc2ccc(F)cc2)C(=O)/C1=C/c1cccs1,?,1,8,7,-1,12,-11,20,-55,0.2
O=C1NC(=O)C(=Cc2ccco2)C(=O)N1,-5,-11,2,7,11,-11,-16,-1,-11,1.8
CCOC(=O)C(O)(c1cn(C)c2ccccc12)C(F)(F)F (stereo not drawn),8,-3,-3,-6,3,-2,2,.,-3,0.3
Cc1cccc(OP(N)(N)=O)c1C,-12,-8,0,3,8,-10,-9,-1,13,-0.3
CC1([N+](=O)[O-])COP(=O)(Nc2ccccc2F)OC1 (stereo not drawn),3,-17,-2,-1,17,-7,-1,-5,-5,0.4
Cc1nc2ccc(Br)cc2c(=O)n1-c1ccc([N+](=O)[O-])c(C(F)(F)F)c1,5,24,-1,5,-24,2,4,-6,-4,-0.5

Some of the compounds tested, so the mix of outcomes need not match the whole.
